# GPR151 activators: GPR151 agonism via beta-arrestin recruitment – cell-based, PathHunter beta-arrestin, luminescence, set 2, confirmation (AID 1508608) | GPR151 PathHunter beta-arrestin cells, luminescence, 90 min; active compounds read high; 100% = signal from added EA reagent | 2,300 compounds, 0.9% hits | activation, % at 11.2 µM;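 active = mean activation across replicates above 26.72%, the hit cutoff set for this confirmation screen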;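 note: 0% = plate median of compound wells and 100% = EA reagent high control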
# GPR119 activation: off-target GPR119 activation – cell-based, PathHunter beta-arrestin, luminescence, set 2, counter-screen for GPR151 activator project, confirmation (AID 1508607) | GPR119 PathHunter beta-arrestin cells, luminescence, 90 min; active compounds read high | activation, % at 11.2 µM | 2,300 compounds, 0.9% hits;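 active = mean percent activation across replicates above the counterscreen hit cutoff of 9.17%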;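 note: 0% = median of sample wells and 100% = wells given EA reagent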
# * = called active by the depositor. Not all compounds are listed (hit frequency here may not be typical).
SMILES,GPR151 activators,GPR119 activation
Cc1ccc(NC(=O)c2ccc([N+](=O)[O-])cc2C(=O)O)cc1,3.7,-4.5
CCn1c(SCC(=O)Nc2ccccc2F)nnc1C1CC1,-5.2,-3.8
CCC(C)NC(=O)CSc1nnc(-c2ccc(C)cc2)c(-c2ccc(C)cc2)n1 (configuration not stated),6.8,0.5
COc1ccccc1-n1cnc2cc(C(=O)NCCc3ccccc3)ccc21,-2.9,-0.3
Cc1cccc(OCC(=O)N/N=C/c2cc(C)ccc2O)c1,-1.9,3.5
COc1ccc(C[C@H](N)C(=O)N[C@@H]2[C@@H](CO)OC(n3cnc4c(N(C)C)ncnc43)[C@@H]2O)cc1 (some centres not stated),6.9,-4.2
Cc1ccc(Nc2c(-c3ccccc3)nc3cnccn23)cc1,-5.2,-2.8
CCOCC(=O)NC12CC3CC(CC(C3)C1)C2,8.1,-0.5
Cc1ccc(NC(=S)c2c(-c3ccc(F)cc3)c3c4n(c(COc5ccccc5)nn24)CCCC3)cc1,0.2,-0.7
Cc1ccc(-c2c(Nc3ccc(Cl)cc3)c(=O)c2=O)cc1,4.6,0.4
CC(C)(C)c1ccccc1OCC(=O)Nc1ccc(C(N)=O)cc1,1.1,2.1
COc1cccc(-n2cccc2/C=C2/C(=N)N3C(=NC2=O)SN=C3S(C)(=O)=O)c1,0.8,-1.1
COc1ccc(C(C)C)cc1-c1cnc2ccc(NCc3ccco3)nn12,5.4,-0.4
CCOC(=O)C1CCCN(c2c(Nc3cccc(C)c3)c(=O)c2=O)C1 (configuration not stated),-7.1,-2.2
Cc1ccc(N2C(=O)CC(Sc3nc(C4CC4)ccc3C#N)C2=O)cc1 (configuration not stated),3.9,1.8
Cc1cc(C(=O)NCc2ccc(F)cc2)c2c(C)nn(-c3ccccc3)c2n1,4.9,-0.5
Cc1n[nH]c(C)c1S(=O)(=O)NCc1ccc(F)cc1,10.4,-0.1
CCOC(=O)Cn1c(O)c(N=NC(N)=S)c2ccccc21,-0.6,-1.0
S=C(NC1CCCCC1)N1CCn2cccc2C1c1cccs1 (configuration not stated),-1.0,-2.8
CC(=O)Oc1ccccc1N1C(=O)c2cccc([N+](=O)[O-])c2C1=O,28.3*,-1.6
CC(=O)NC(CC(C)C)c1nnc2n1CCN(C(=O)c1sc(C)nc1C)CC2 (configuration not stated),5.9,5.2
CCN(CC)CCNC(=O)CNC(=O)c1nn(-c2ccc(OC)cc2OC)c(=O)c2ccccc12,-4.3,3.2
O=C1CN(C(=O)Nc2ccc3ccccc3c2)C(c2ccccc2)c2cc(Br)ccc2N1 (configuration not stated),0.5,-0.3
CC(=O)c1c(C)[nH]c(C(=O)N2CCN(C3CCCCC3)CC2)c1C,1.3,2.1
O=C(c1cc2ccccc2oc1=O)N1CCCC(N2CCN(c3ccccc3)CC2)C1 (configuration not stated),3.2,3.1
CCOc1ccc2nc(SCC(=O)N3CCN(c4nc5ccccc5s4)CC3)sc2c1,-0.2,-0.6
Cc1cc(/C=C2/C(=N)N3C=CSC3=NC2=O)c(C)n1-c1ccc(Cl)cc1,-3.8,-1.6
CSc1nc2c(c(-c3ccc(Br)cc3)n1)CCC/C2=C\c1ccc(Br)cc1,-0.3,1.7
Cc1cccc(NCC(=O)N/N=C/c2ccccc2O)c1,-1.1,1.6
Cc1cc(N2CCOCC2)nc2ccc(NC(=S)N3CCC4(CC3)OCCO4)cc12,2.9,0.2
CCOCCCNC(=O)c1ccc2c(c1)nc(C)n2-c1ccc(F)cc1F,-4.3,1.1
Cc1ccc2oc(=O)c3cc(C(=O)NCc4cccnc4)sc3c2c1,-0.3,-1.2
Cc1ccc(C)c(NC(=O)CN2C(=O)CCSc3ccccc32)c1,0.9,-1.6
COC(=O)c1c(C)nc2n(C)c3ccccc3n12,-7.8,-4.5
O=C(CCN1N=C(c2ccccc2)CCC1=O)NCc1ccccc1,7.1,0.1
CCN(CC)S(=O)(=O)c1ccc(C(=O)Nc2nnc(C(C)C)s2)cc1,8.2,-1.6
Cc1cccc(N2CCN(C(=O)c3ccc(S(=O)(=O)c4ccc(F)cc4)c([N+](=O)[O-])c3)C(C)C2)c1 (configuration not stated),15.4,14.7*
Cc1ccc(NC(=O)C(=O)NCC2CCCN2S(=O)(=O)c2ccccc2)cc1 (configuration not stated),-1.0,0.2
Cc1ccc(C2=CC(c3ccc(Cl)cc3Cl)n3ncnc3N2)cc1 (configuration not stated),2.7,4.1
CCOC(=O)CCNC1=CC=C(Nc2ccc(C)cc2)C2C(=O)c3ccccc3C(=O)C12 (configuration not stated),1.4,-1.1
O=C(O)C1C2C=CC(C2)C1C(=O)N1CCc2ccccc2C1 (configuration not stated),-0.7,-2.1
O=C(CSc1nc2c(c(=O)n1CCc1ccccc1)SCC2)NCc1ccccc1,-2.8,-0.5
O=[N+]([O-])c1ccc(NS(=O)(=O)Cc2ccccc2)c([N+](=O)[O-])c1,10.3,-0.9
Clc1cccc(C2Oc3ccccc3C3CC(c4ccccc4)=NN32)c1 (configuration not stated),-3.2,0.1
COc1ccc(CNc2nccn3c(-c4ccccc4N(C)C)cnc23)cc1,5.3,3.0

# Reprinted from the part before: six compounds, followed by the next part.
SMILES,GPR151 activators,GPR119 activation
CCOC(=O)CCNC1=CC=C(Nc2ccc(C)cc2)C2C(=O)c3ccccc3C(=O)C12 (configuration not stated),1.4,-1.1
O=C(O)C1C2C=CC(C2)C1C(=O)N1CCc2ccccc2C1 (configuration not stated),-0.7,-2.1
O=C(CSc1nc2c(c(=O)n1CCc1ccccc1)SCC2)NCc1ccccc1,-2.8,-0.5
O=[N+]([O-])c1ccc(NS(=O)(=O)Cc2ccccc2)c([N+](=O)[O-])c1,10.3,-0.9
Clc1cccc(C2Oc3ccccc3C3CC(c4ccccc4)=NN32)c1 (configuration not stated),-3.2,0.1
COc1ccc(CNc2nccn3c(-c4ccccc4N(C)C)cnc23)cc1,5.3,3.0
COc1cc(C2C3=C(Nc4[nH]c(=O)[nH]c(=O)c42)C(=O)CC(C)(C)C3)ccc1O (configuration not stated),-1.4,1.5
O=C(CN1C2CCC1CC(O)C2)N1c2ccccc2Sc2ccc(C(F)(F)F)cc21 (configuration not stated),-2.9,0.6
Cc1ccc(Nc2nc(N(C)C)nc3c2cnn3C)cc1C,-2.7,-2.1
Cc1cccn2c(=O)c3cc(C#N)c(=O)n(-c4nccs4)c3nc12,-1.2,-1.8
COc1cccc(C2C(C(C)=O)=C(O)C(=O)N2CC(=O)O)c1 (configuration not stated),-1.1,1.2
O=C(CC1SC(=Nc2ccccc2)N(CCO)C1=O)Nc1ccccc1 (configuration not stated),-0.8,-1.0
Oc1ccc2ncccc2c1C(Nc1ccccn1)c1ccco1 (configuration not stated),-3.8,-1.8
CC(C)(C)c1ccc(C2SCC(=O)N2c2ccc(F)cc2)cc1 (configuration not stated),-3.5,-2.5
COCCCN(C)C1CCN(C(=O)Cn2c(-c3ccccc3)cc(C(C)=O)c2C)CC1,0.1,-2.0
Cc1ccc(S(=O)(=O)Cn2nnnc2CN2CCN(c3ccccc3F)CC2)cc1,-4.6,0.9
COc1ccccc1NC(=O)c1sc2nc[nH]c(=O)c2c1C,-1.3,1.3
Nc1nnnn1/N=C\c1ccc(N2CCOCC2)cc1,1.8,-0.8
CC(C)NC(=O)CSc1nnc(-c2cccnc2)n1CCc1ccccc1,-6.5,-0.3
CCOC(=O)CSc1nc2c(c(=O)n(C)c(=O)n2C)n1Cc1ccccc1Cl,-1.1,2.5
O=C(NCC1COc2ccccc2O1)C1C2C=CC3(CN(Cc4cccs4)C(=O)C13)O2 (configuration not stated),-1.8,3.4
CCN(CC)S(=O)(=O)c1ccc(-c2csc(=Nc3ccccc3OC)n2CC)cc1,28.4*,-1.0
O=C1/C(=C(\O)c2ccccc2)NS(=O)(=O)c2ccccc21,2.7,1.8
CCOC(=O)c1[nH]c(C)c(C(=O)NC2CCCCC2C)c1C (configuration not stated),-0.2,-0.4
COc1ccccc1NC(=O)C1CC12CCN(Cc1ccc(Oc3ncccn3)cc1)CC2 (configuration not stated),-1.9,-1.4
Fc1ccc(-c2nc(-c3ccc4c(c3)sc3ccccc34)c(-c3ccccc3)[nH]2)cc1,-1.0,2.4
CCOc1cc(/C=C2/C(=N)N3OC(C)=CC3=NC2=O)ccc1OCc1ccc2c(c1)OCO2,1.4,2.7
CCN1CCC(N(Cc2ccc(F)cc2)C(=O)Nc2ccccc2F)CC1,3.6,-1.3
Cc1cc(OCc2nc(-c3ccc(NC(=O)c4ccco4)cc3)no2)ccc1Cl,-3.6,1.3
O=C(O)CCCn1c(=O)[nH]c2ccccc2c1=O,-4.0,-3.2
CC(NC(=O)c1cn(C)c2ccc(S(=O)(=O)N3CCCC3)cc2c1=O)c1ccccc1 (configuration not stated),4.5,-1.3
COc1ccccc1NC(=O)c1cc(S(=O)(=O)N2CCOCC2)ccc1Br,-4.0,2.0
N/C(=N\OC(=O)CCCN1C(=O)c2ccccc2C1=O)c1ccccn1,10.3,5.1
CC(C)CS(=O)(=O)C1=NSC2=NC(=O)/C(=C\c3ccc(N(C)C)cc3)C(=N)N21,2.4,1.9
COCc1ccc([C@@H]2C[C@H]3CN(Cc4ccccc4OC)C(=O)[C@]34CCCN24)o1,-2.0,0.4
CCOC(=O)c1nnn(CC(=O)Nc2cccc(C)c2)c1C(=O)OCC,4.7,1.6

# The list goes on, starting with the last 4 of the part before.
SMILES,GPR151 activators,GPR119 activation
N/C(=N\OC(=O)CCCN1C(=O)c2ccccc2C1=O)c1ccccn1,10.3,5.1
CC(C)CS(=O)(=O)C1=NSC2=NC(=O)/C(=C\c3ccc(N(C)C)cc3)C(=N)N21,2.4,1.9
COCc1ccc([C@@H]2C[C@H]3CN(Cc4ccccc4OC)C(=O)[C@]34CCCN24)o1,-2.0,0.4
CCOC(=O)c1nnn(CC(=O)Nc2cccc(C)c2)c1C(=O)OCC,4.7,1.6
Cc1ccc(-n2ncc3c(NC4CCCCC4)ncnc32)c(C)c1,-1.2,-0.1
Cc1ccc(NC(=O)CN(C)S(=O)(=O)c2ccc(Br)cc2)cc1Cl,7.1,4.7
Fc1cccc2sc(Nc3nnc(-c4ccccc4)o3)nc12,-5.8,-1.1
CCN1CCC(N(Cc2cccc(OC)c2)C(=O)NC23CC4CC(CC(C4)C2)C3)CC1,0.9,-1.1
CC(=O)c1ccc(N2CCN(C(=O)CCN3C(=S)NC(C)(C)CC3C)CC2)cc1 (configuration not stated),-6.3,-4.0
c1cnc2nc(-c3ccsc3)c(NC3CCCCC3)n2c1,-3.3,-1.6
COc1cc(NC(=O)c2onc(C)c2Cl)cc(OC)c1OC,0.7,-1.4
CCOc1ccc(C(C)C)cc1S(=O)(=O)n1nc(C)cc1C,9.2,-0.1
CCOC(=O)c1c(NC(=O)CN2CC(C)OC(C)C2)sc(C)c1C (configuration not stated),8.6,1.7
CSC1=NCCN1C(=O)c1cc2ccccc2o1,0.7,1.2
COC(=O)c1c(NC(=O)c2cc(-c3ccc(CC(C)C)cc3)nc3ccccc23)sc(C)c1-c1ccccc1,5.4,-0.8
COc1cc(C(=S)N2CCOCC2)ccc1OC(=O)c1ccccc1,0.8,-3.5
COc1cc([N+](=O)[O-])ccc1NC(=O)Nc1ccc(Cl)cc1F,-5.4,0.2
O=C(Nc1ccccc1Cl)c1nc2c(nnn2Cc2cccc3c2OCCO3)c(=O)[nH]1,2.1,2.5
CN(C)CCN(C)C(=O)c1cccc(OC2CCN(C3CCSCC3)CC2)c1,11.0,5.5
COc1ccc(-c2nnc3sc(NC(=O)C(C)C)nn23)cc1,1.4,-0.2
O=C(N/N=C/c1cc([N+](=O)[O-])ccc1O)c1cccs1,-25.1,-14.6
Cc1nc2ccccc2c2oc(C(=O)NCCCN3CCCC(C)C3)cc12 (configuration not stated),-0.9,-0.3
Cc1ccc(C(=O)Nc2ccccc2C(=O)O)cc1S(=O)(=O)NC1CCCCC1,-10.4,-4.1
C=CCOc1ccc(/C=C2\NC(=S)N(c3ccc(OC)cc3)C2=O)cc1,-1.3,1.1
COc1ccc(N(C(C)=O)C2C=CS(=O)(=O)C2)c(OC)c1 (configuration not stated),-0.7,-2.7
Cc1cc(=O)oc2cc(NC(=O)CCCC(=O)O)ccc12,1.3,-0.3
COc1ccc(C(=O)NCC2CCCN2S(=O)(=O)c2cccs2)cc1OC (configuration not stated),-1.8,-1.0
O=C(CCCn1c2ccccc2c(=O)c2ccccc21)Nc1cccc(Cl)c1,6.8,4.6
CC(=O)N1CCN=C1SCc1ccc(C)cc1,2.5,0.1
Fc1ccc(C2=Nn3cnnc3SC2)cc1,5.7,-0.1
CC(=O)Nc1ccc(NC(=O)c2c(C)nn(-c3ccccc3)c2-n2cccc2)cc1,3.1,-1.6
COc1ccc(C2C3C(C)=NN=C3CC(C)(O)C2C(C)=O)cc1 (configuration not stated),-3.3,3.7
CCc1c(C)sc(NC(NC(=O)C(C)C)(C(F)(F)F)C(F)(F)F)c1C#N,4.1,-0.1
COc1ccc(Cl)cc1NC(=O)Nc1cccc([N+](=O)[O-])c1C,-2.8,3.1
CC(C)Cc1ccc(S(=O)(=O)Nc2ccccn2)cc1,-2.4,0.4
COC(=O)C1=C(N)Oc2c(oc(CO)cc2=O)C1c1c(Cl)cccc1Cl (configuration not stated),5.5,0.5
CCc1ccc(N(CC)c2ncnc3nc[nH]c23)cc1,1.9,2.1
Cc1ccc(/C(=N/NC(=O)Cc2ccccc2)C23CN4CN(CN(C4)C2)C3)cc1,8.0,2.4
N#C/C(=C/c1ccc(Br)cc1)c1nc2ccccc2c(=O)[nH]1,-6.4,-4.7
